Source: PubChem (Southern Research Specialized Biocontainment Screening Center)
M. tuberculosis HTS = M. tuberculosis growth inhibition, HTS (AID 449762). inhibition, % at 25 µM, or IC50 in µM where a hit was titrated. hit rate 0.59% among 330,000. M. tuberculosis H37Rv growth inhibition, 7H9 media; higher % means a stronger effect; in the data active means a potency from the dose series; inconclusive means inhibition above about 70% without an active follow-up result;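 further: bacterial growth assessed after seven days of incubation; strong numbers were not always called active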
tuberculosis growth = growth inhibition of non-replicating M. tuberculosis (AID 488890); inhibition, % at 25 µM; hits with a dose series show IC50 in µM; Mycobacterium tuberculosis non-replicating, growth inhibition; higher % means a stronger effect; hit rate 0.39% among 320,000; in the data active means a potency from the dose series; inconclusive means inhibition mostly from about 82% at the one dose, without a potency; inactive means the rest, 99 in 100 with inhibition below about 76%;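 further: plate controls were DMSO cells for no effect and high antibiotic wells for full effect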
inhibitors of VEEV = inhibitors of VEEV TC-83 cytopathic effect, confirmation, Vero cells (AID 588727) | Vero cells, VEEV TC-83 cytopathic effect inhibition; higher % means a stronger effect | inhibition, % at 20 µM; hits with a dose series show IC50 in µM | hit rate 0.13% among 350,000; in the data active means a potency from the dose series; inconclusive means inhibition mostly from about 14% at the one dose, without a potency; inactive means the rest, 99 in 100 with inhibition below about 12%; further: strong numbers were not always called active
influenza NS1A = H1N1 influenza NS1A inhibitors, functional cell based assay (AID 504329); NS1A functional cell-based assay, percent inhibition; higher % means a stronger effect; one-dose inhibition, % at 12.5 µM; IC50 in µM for titrated hits; hit rate 0.3% among 340,000; in the data active means a potency from the dose series; inconclusive means inhibition above about 27% without an active follow-up result; further: strong numbers were not always called active
PhoP GFP inhibition = PhoP regulon inhibitors, Salmonella typhi PhoP promoter GFP reporter, confirmatory (AID 1850). hit rate 0.33% among 310,000. Salmonella Typhi PhoP-promoter GFP reporter, fluorescence, 4 h; higher % means a stronger effect. one-dose inhibition, % at 50 µM; IC50 in µM for titrated hits; in the data active means a potency from the dose series; inconclusive means inhibition mostly from about 25% at the one dose, without a potency; inactive means the rest, 99 in 100 with inhibition below about 19%;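 further: 0% = induced wells with vehicle and 100% = uninduced wells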
inhibitors of VEEV 10K pilot screen = second read-out of inhibitors of VEEV, no call of its own (marks repeat the call); inhibition, %; measured here: 10K pilot screen inhibition
Numbers without * were called inactive; i = inactive; ? = inconclusive; / = not tested or not shown.

SMILES	M. tuberculosis HTS	tuberculosis growth	inhibitors of VEEV	influenza NS1A	PhoP GFP inhibition	others
Cc1cc(C)c(NC(=O)CN(c2ccccc2)S(=O)(=O)N(C)C)c(C)c1	-1.8%	12.3%	2.4%	21.4%	-13.0%
O=S(=O)(c1ccc(Cl)cc1)N1CCCC(c2nc(-c3ccc(F)cc3)no2)C1 (centres undefined)	25.2%	0.7%	i	-5.0%	-5.6%
O=C(OCn1ncc(Br)c(Br)c1=O)c1c(F)cccc1F	?	?	/	/	-2.4%
O=C1c2cc([N+](=O)[O-])ccc2-c2cc(Cl)c(NC(=O)C(F)(F)F)cc21	/	/	3.3%	-11.0%	/
Cc1ccc2oc(C(=O)NCC(c3ccco3)N(C)C)c(C)c2c1 (centres undefined)	-3.1%	14.5%	i	8.7%	3.5%
CCOC(=O)C(NCc1ccccc1OC)(NC(=O)c1ccccc1)C(F)(F)F (centres undefined)	5.3%	-2.9%	1.6%	4.6%	5.3%	inhibitors of VEEV 10K pilot screen=0.0
COc1cccc(-c2sc3ccc(OC)cc3c2-c2ccc(O)cc2)c1	1.0%	3.5%	6.9%	3.6%	/
Nc1c(C(=O)N/N=C/c2ccc([N+](=O)[O-])cc2)cnn1-c1ccccc1	-2.2%	-6.1%	1.4%	-21.8%	4.5%
CSc1nc2c(c(=O)n1Cc1ccccc1)SC(C)C2 (centres undefined)	1.1%	-5.5%	0.4%	11.1%	-16.8%
O=C(C1=C(O)C(=O)N(CCCN2CCOCC2)C1c1ccc(Cl)cc1)c1cc2ccccc2o1 (centres undefined)	-4.2%	41.4%	/	/	-10.0%
Cc1ccc(OC(C)C(=O)Nc2ccncc2)cc1 (centres undefined)	0.8%	37.9%	i	-4.7%	9.0%
O=C(COC(=O)c1ccc(S(=O)(=O)NCc2ccco2)cc1)Nc1ccc(Cl)cn1	14.6%	-14.8%	i	-0.1%	-7.1%
COc1ccc2cc(C(c3nnnn3C(C)(C)C)N3CCc4ccccc4C3)c(=O)[nH]c2c1 (centres undefined)	-7.7%	13.8%	/	/	-2.1%
CCCCn1c(SCC(=O)N2c3ccccc3Sc3ccccc32)nc2c1c(=O)n(C)c(=O)n2C	57.9%	53.9%	6.9%	22.3%	-19.1%
O=S(=O)([N-]c1nc2ccccc2nc1-n1cc[n+](Cc2ccccc2)c1)c1ccc(Cl)cc1	12.9%	-11.3%	0.7%	/	-10.0%
C=CCn1c(C)cc(C(=O)CSc2nnc(-c3cccc(S(=O)(=O)N(CC)CC)c3)o2)c1C	-18.3%	/	5.5%	7.6%	-5.5%
CCOc1ccc(C(=O)NCC(=O)OCc2nnc(-c3ccccc3)o2)cc1OCC	-2.5%	21.9%	i	-1.8%	/
Cc1ccc(NC(=O)COC(=O)CCC(=O)c2cccs2)cc1S(=O)(=O)N1CCOCC1	-1.1%	4.9%	3.0%	12.2%	6.7%
C[C@@H](C(=O)Nc1ccc2ccccc2c1)[C@H]1C[C@]1(C)[C@H](NS(=O)(=O)c1ccccc1)c1ccccc1	1.6%	21.1%	/	/	-5.4%
CCOC(=O)c1c(C)n(C)c2ccc(OC)c(NC(=O)CN3CCN(C4CCCCC4)CC3)c12	6.3%	13.1%	3.7%	-2.4%	5.2%
O=C(Nc1ccc(F)c(Cl)c1)C1CCCN(c2cnccn2)C1 (centres undefined)	3.1%	18.0%	2.2%	0.1%	1.0%
CCOC(=O)C(Cc1cc(N)c(Oc2ccc(OC)cc2)c(N)c1)NC(C)=O (centres undefined)	/	/	12.3%	2.4%	/
COc1ccc(-c2[nH]c(-c3cccc(OC)c3)nc2SCC(=O)NCc2ccco2)cc1	1.7%	/	10.2%	7.1%	8.9%
CC1CCCN(c2cc3c(cc2[N+](=O)[O-])C(=O)N(c2ccccc2)C3=O)C1 (centres undefined)	-4.1%	-8.7%	1.2%	-5.9%	-0.9%
CC(C)CCn1c(=O)c(C(=O)NCc2ccc3c(c2)OCO3)c(O)c2ccccc21	3.7%	-9.6%	2.0%	-5.5%	0.7%
COc1ccccc1/C=C/C=N/NC(=O)Cc1cccs1	-2.5%	33.8%	1.0%	-5.2%	1.4%
NS(=O)(=O)c1ccc2nc(NC(=O)c3ccc4ncsc4c3)sc2c1	-4.9%	5.0%	2.4%	0.1%	-6.5%
COc1ccccc1CNC(=O)CN(C)S(=O)(=O)c1ccc2c(c1)c(=O)n(C)c(=O)n2C	4.7%	17.3%	2.0%	6.9%	8.5%
CCn1cc(CN2CCC(n3nccc3NC(=O)CCCc3ccccc3)CC2)c(C)n1	2.8%	7.1%	0.1%	0.3%	1.4%
CCOC(=O)N1CCN(S(=O)(=O)c2ccc3[nH]c(=O)oc3c2)CC1	-5.6%	-11.4%	i	-1.7%	4.2%
Cc1ccc(Nc2nc(N)nc(CSc3ncccn3)n2)cc1	2.9%	13.9%	8.4%	0.3%	-6.4%
COc1cccc(NC(=O)C2COc3ccccc3O2)c1 (centres undefined)	-8.7%	?	0.5%	-1.5%	-4.0%
O=C1NC(=O)C(=Cc2ccc(-c3cc(Cl)ccc3[N+](=O)[O-])o2)C(=O)N1	/	/	0.5%	-0.5%	/
COc1ccc(Cn2c(C)nc3ccc([N+](=O)[O-])cc3c2=O)cc1	54.4%	40.6%	i	25.7%	-2.5%
COc1ccc2nc3oc(C(=O)NCc4cccs4)cc3cc2c1	1.9%	-20.4%	i	-4.9%	-3.7%
CC1(C)OC(=O)N(CCC(=O)Nc2cccc(F)c2)C1(C)O (centres undefined)	3.7%	4.8%	i	-4.6%	-2.4%
CC(C)C(=O)N1CCN(c2ccccc2NC(=S)NC(=O)c2ccco2)CC1	3.9%	11.3%	9.7%	-11.3%	-4.1%
Cn1c(=O)c(=O)n(C)c2cc(S(=O)(=O)N3CCC(Cc4ccccc4)CC3)ccc21	14.3%	2.6%	i	-9.4%	-11.0%
Cc1ccc(OCCOc2ccc(Cl)cc2Cl)c([N+](=O)[O-])n1	4.8%	50.9%	0.2%	0.7%	-7.2%
COc1ccc(C)cc1NC(=O)c1cccc(C(=O)Nc2cc(C)ccc2OC)c1	6.7%	-10.4%	1.3%	-114.0%	-0.3%
Cc1ccc(NC(=O)NCC2CC2(Cl)Cl)cc1 (centres undefined)	2.4%	48.1%	1.5%	4.0%	21.6%
CCCOc1ccc2cc(-c3ccccn3)c(=O)oc2c1	5.2%	70.4%	0.3%	-38.3%	-5.3%
O=C(COC(=O)c1c2ccccc2cc2ccccc12)NCC(F)(F)F	?	50.9%	1.5%	-12.7%	9.5%
CN(Cc1nc(-c2ccc3c(c2)OCO3)no1)CC1(N2CCOCC2)CCCCC1	-2.4%	15.1%	2.0%	-0.4%	-0.2%
COC(=O)c1ccc(Cn2cnc3c(sc4nc(N5CCOCC5)c5c(c43)CCCC5)c2=O)o1	9.9%	23.3%	6.5%	-4.6%	6.2%
Cc1ccc(C(=O)NNC(=O)c2cccs2)cc1	-4.4%	-9.9%	2.5%	2.2%	9.0%
CCc1ccc(NC(=O)CS(=O)CC(=O)NCC2OCCc3ccccc32)cc1 (centres undefined)	24.1%	12.8%	2.7%	4.9%	-4.7%
Cc1nn(C)cc1NC(=O)c1nn(C)cc1[N+](=O)[O-]	0.1%	-5.6%	0.8%	-4.7%	-5.8%

Part of the list above in order of length of the SMILES, lowest first.
SMILES	M. tuberculosis HTS	tuberculosis growth	inhibitors of VEEV	influenza NS1A	PhoP GFP inhibition	others
Cc1ccc(OCCOc2ccc(Cl)cc2Cl)c([N+](=O)[O-])n1	4.8%	50.9%	0.2%	0.7%	-7.2%
CCc1ccc(NC(=O)CS(=O)CC(=O)NCC2OCCc3ccccc32)cc1 (centres undefined)	24.1%	12.8%	2.7%	4.9%	-4.7%
COC(=O)c1ccc(Cn2cnc3c(sc4nc(N5CCOCC5)c5c(c43)CCCC5)c2=O)o1	9.9%	23.3%	6.5%	-4.6%	6.2%

Later entries:
SMILES	M. tuberculosis HTS	tuberculosis growth	inhibitors of VEEV	influenza NS1A	PhoP GFP inhibition	others
O=C(Cc1cccc(NC(=O)C2CCCN(C(=O)C3CCCCC3)C2)c1)Nc1ccc(C(=O)N2CCCCC2)cc1 (centres undefined)	/	/	0.5%	-18.1%	/
Cc1cccc2cc(C(c3nnnn3Cc3ccccc3)N3CCN(c4ccccc4)CC3)c(=O)[nH]c12 (centres undefined)	4.2%	13.1%	2.3%	-8.2%	1.1%
COCCNC(=S)N1CCc2cc(OC)c(OC)cc2C1c1cccs1 (centres undefined)	-7.5%	7.7%	0.2%	-2.5%	-2.7%
O=C(c1ccc2[nH]c(=O)c(=O)[nH]c2c1)N1CCN(c2ccccc2)CC1	2.5%	-1.7%	3.0%	14.0%	4.6%
Cc1ccc(C)c(NC(=S)NNC(=O)c2csc(C)c2C)c1	10.6%	-7.4%	2.5%	-15.4%	-2.4%
Cc1ccc(-n2nc3c(n2)/C(=N/O)CC/C3=N\O)cc1	0.7%	14.6%	6.3%	-5.8%	-1.1%
Cc1ccccc1C(=O)Nc1cc(NC(=O)c2ccccc2C)cc(C(=O)O)c1	-0.3%	-11.9%	0.4%	7.9%	-0.1%
CC(C)OC(=O)CC1=NC(=O)CS1	9.3%	9.1%	0.2%	-20.2%	-8.6%
CC(C)NC(=O)N(C)C[C@H]1Oc2ccc(NC(=O)Cn3cnnn3)cc2C(=O)N([C@H](C)CO)C[C@@H]1C	4.5%	6.1%	i	-12.6%	/
O=C(O)C1CC=CCC1C(=O)NCCc1cccc(Cl)c1 (centres undefined)	-3.3%	14.7%	1.2%	-4.1%	-3.4%
O=C(CC1NCCc2ccccc21)Nc1ccc(Oc2ccccc2)cc1 (centres undefined)	56.3%	45.6%	6.0%	11.1%	47.3µM*
Cc1ccc(NC(=O)CC2NCCN(Cc3ccccc3)C2=O)cc1 (centres undefined)	-9.3%	-12.2%	2.7%	/	3.0%
O=C(O)c1ccc(Nc2nc(-c3ccccc3)cs2)cc1	43.5%	66.3%	0.8%	9.1%	-9.9%
CC(=O)Nc1ccc(SC[C@H](CC(C)C)N2CCN(CCc3ccccc3)CCC2=O)cc1	12.5%	36.7%	0.9%	-2.1%	-3.8%
Cc1ccc(NC(=O)c2ncn[nH]2)cc1	2.5%	4.5%	i	10.0%	1.0%
CCCC(=O)NCCCCNC(=O)CCC	2.9%	-4.7%	0.2%	7.3%	1.7%

Entries above that have a Cl atom:
SMILES	M. tuberculosis HTS	tuberculosis growth	inhibitors of VEEV	influenza NS1A	PhoP GFP inhibition	others
O=S(=O)(c1ccc(Cl)cc1)N1CCCC(c2nc(-c3ccc(F)cc3)no2)C1 (centres undefined)	25.2%	0.7%	i	-5.0%	-5.6%
O=C1c2cc([N+](=O)[O-])ccc2-c2cc(Cl)c(NC(=O)C(F)(F)F)cc21	/	/	3.3%	-11.0%	/
O=C(C1=C(O)C(=O)N(CCCN2CCOCC2)C1c1ccc(Cl)cc1)c1cc2ccccc2o1 (centres undefined)	-4.2%	41.4%	/	/	-10.0%
O=C(COC(=O)c1ccc(S(=O)(=O)NCc2ccco2)cc1)Nc1ccc(Cl)cn1	14.6%	-14.8%	i	-0.1%	-7.1%
O=S(=O)([N-]c1nc2ccccc2nc1-n1cc[n+](Cc2ccccc2)c1)c1ccc(Cl)cc1	12.9%	-11.3%	0.7%	/	-10.0%
O=C(Nc1ccc(F)c(Cl)c1)C1CCCN(c2cnccn2)C1 (centres undefined)	3.1%	18.0%	2.2%	0.1%	1.0%
O=C1NC(=O)C(=Cc2ccc(-c3cc(Cl)ccc3[N+](=O)[O-])o2)C(=O)N1	/	/	0.5%	-0.5%	/
Cc1ccc(OCCOc2ccc(Cl)cc2Cl)c([N+](=O)[O-])n1	4.8%	50.9%	0.2%	0.7%	-7.2%
Cc1ccc(NC(=O)NCC2CC2(Cl)Cl)cc1 (centres undefined)	2.4%	48.1%	1.5%	4.0%	21.6%
O=C(O)C1CC=CCC1C(=O)NCCc1cccc(Cl)c1 (centres undefined)	-3.3%	14.7%	1.2%	-4.1%	-3.4%
